From PubChem
TbMetRS inhib: Trypanosoma brucei MetRS inhibition. purified T. brucei MetRS, ATP depletion, Kinase-Glo luminescence. inhibition, % at 11.9 µM. 0.4% of 360,000 active;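 active means inhibition above a per-plate cutoff of the control wells' mean inhibition plus 3 SD, cut at about 5.5% in these data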;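 further: 0% = DMSO wells median and 100% = median of wells with control inhibitor compound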
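Material – parasite MetRS enzyme · Medium – HEPES-MgCl2-KCl buffer plus DTT, spermine, BSA, pyrophosphatase · Reagent – ATP, methionine and E. coli bulk tRNA substrates · Times – 15 min enzyme-compound preincubation, 2 h reaction, 10 min detection, 25 °C · Measured by – luminescence of leftover ATP · Evaluation – percent inhibition relative to median high and low control wells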
MsrA inhibitor: inhibitors of bovine MsrA; inhibition, % at 15.5 µM; 0.75% of 360,000 active; purified bovine MsrA, absorbance read-out; AID 651718; in the data active means inhibition above about 4.5%;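 further: 0% = vehicle wells with enzyme and 100% = reference inhibitor wells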
PABP1 MLLE inh: blocks PAM2 peptide binding to the PABP1 MLLE domain; P11940; GST-MLLE / FITC-PAM2 fluorescence polarization; inhibition, % at 20 µM; 0.36% of 360,000 active; in the data active means inhibition above about 35%, passing the limit was not always enough;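 further: plate controls were DMSO wells with GST-MLLE for no effect and wells lacking GST-MLLE protein for full effect; some results filed as inactive read as strong as hits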
Target sequence (P11940 whole entry, looked up, the tested form may be a part): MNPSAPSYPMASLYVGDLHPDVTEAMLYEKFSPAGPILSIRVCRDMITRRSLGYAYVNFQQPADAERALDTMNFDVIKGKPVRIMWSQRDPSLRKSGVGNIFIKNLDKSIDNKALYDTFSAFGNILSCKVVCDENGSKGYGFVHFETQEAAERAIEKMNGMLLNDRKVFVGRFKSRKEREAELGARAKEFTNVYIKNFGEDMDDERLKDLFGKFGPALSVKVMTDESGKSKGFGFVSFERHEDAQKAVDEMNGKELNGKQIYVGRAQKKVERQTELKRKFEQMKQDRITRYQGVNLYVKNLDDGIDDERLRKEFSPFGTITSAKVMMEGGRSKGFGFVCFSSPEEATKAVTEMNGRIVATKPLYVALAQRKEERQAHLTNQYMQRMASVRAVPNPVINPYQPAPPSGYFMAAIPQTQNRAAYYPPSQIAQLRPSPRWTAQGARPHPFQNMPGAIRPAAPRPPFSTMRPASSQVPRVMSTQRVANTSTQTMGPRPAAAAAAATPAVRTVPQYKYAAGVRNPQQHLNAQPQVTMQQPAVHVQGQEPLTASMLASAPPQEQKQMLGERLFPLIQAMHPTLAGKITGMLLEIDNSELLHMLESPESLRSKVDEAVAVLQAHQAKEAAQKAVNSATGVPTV
FAS TE block: blocks the thioesterase domain of human fatty acid synthase. P49327. recombinant FAS-TE, OMFH fluorogenic substrate, fluorescence endpoint. inhibition, % at 15 µM. 0.67% of 360,000 active;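 active means compounds whose normalised, plate-corrected inhibition of enzyme fluorescence in the single-dose primary screen is 50% or more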;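 further: 0% = DMSO with enzyme and 100% = substrate without enzyme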
MsrA act: bovine methionine sulfoxide reductase A activation; activation, % at 10.6 µM; purified bovine MsrA, absorbance read-out; 0.3% of 360,000 active; AID 602163; in the data active means activation above about 7.5%;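 further: 0% = vehicle and 100% = reference activator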
E coli Lon inh: E. coli protease La inhibition. AID 602123. purified E. coli Lon protease, fluorescence polarization. 0.42% of 360,000 active. P0A9M0. inhibition, % at 7.94 µM; in the data active means inhibition above about 13%, passing the limit was not always enough;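 further: 0% = enzyme with probe and DMSO and 100% = no enzyme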
Rin1 Abl inh: blocks binding of human Rin1 to Abl. AID 588664. TR-FRET Rin1/Abl binding, biochemical. inhibition, % at 7.35 µM. 0.4% of 360,000 active; in the data active means inhibition above about 5%, passing the limit was not always enough
Neddylation inh: cullin neddylation inhibition. TR-FRET cullin neddylation, biochemical. calls only at 25 µM. 0.58% of 360,000 active. AID 651699; in the data active means inhibition above about 36%
CSN inh: CSN deneddylation inhibition; Q92905; Purified CSN, SCF-Nedd8-OG deneddylation, fluorescence polarization; inhibition, % at 12.5 µM; 0.38% of 360,000 active;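 active means pattern-corrected inhibition above about 35%, with an unprinted fluorescence ratio check between 0.5 and 1.5, limit read from the data, passing the limit was not always enough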;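 further: 0% = enzyme with substrate and 100% = substrate without enzyme; some results filed as inactive read as strong as hits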
Target sequence (Q92905 whole entry, looked up, one chain of several): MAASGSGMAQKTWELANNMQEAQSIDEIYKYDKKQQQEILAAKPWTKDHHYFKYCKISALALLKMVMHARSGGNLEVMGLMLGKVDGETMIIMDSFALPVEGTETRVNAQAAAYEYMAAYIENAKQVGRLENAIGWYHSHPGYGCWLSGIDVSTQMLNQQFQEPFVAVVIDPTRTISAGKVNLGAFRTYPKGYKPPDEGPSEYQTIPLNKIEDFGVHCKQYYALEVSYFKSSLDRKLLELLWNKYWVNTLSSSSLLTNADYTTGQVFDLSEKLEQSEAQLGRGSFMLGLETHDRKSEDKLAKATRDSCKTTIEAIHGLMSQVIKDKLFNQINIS
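Assay system: HEK293T-derived human Csn5 enzyme; quantity: 0.24 nM enzyme; medium: Tris/NaCl/DTT buffer, pH 7.5; also added: substrate SCFSkp2-Nedd8OG, 10 nM; doses: 12.5 µM compound; schedule: 90 min reaction at room temperature; signal: FP; read-out: % inhibition of substrate cleavage by Csn5; benchmarks: substrate-only high control, full reaction low control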
Active calls of the source: *; i = inactive; · = not tested or not shown.

#1 COc1cccc(NC(=O)CN(C)C(=O)c2ccccc2OCc2c(C)noc2C)c1
#2 Cc1ccc(-c2nnc(SCC(=O)N3CC(C)CC(C)C3)o2)cc1C (stereo not drawn)
#3 O=S(=O)(Nc1nc2ccccc2nc1Cl)c1ccccc1
#4 CC1CCC(NC(=O)c2cccc(S(=O)(=O)N3CCOCC3)c2)CC1 (stereo not drawn)
#5 CCN1CCN(CCNC(=O)c2cn(Cc3ccccc3F)nn2)CC1
#6 C#CCN(C[C@@H]1[C@@H](OC(=O)NCc2ccco2)[C@@H](OC(=O)NCc2ccco2)Cn2c(=O)n(CCCCCC)c(=O)n21)S(=O)(=O)c1ccc(C)cc1
#7 CSc1nsc(SCC(=O)Nc2ccccc2F)n1
#8 CC(C)(C)OC(=O)NCc1ccc(CNC(=O)c2nc[nH]c2C(=O)NCc2ccc(CNC(=O)OC(C)(C)C)cc2)cc1
screen / no.,1,2,3,4,5,6,7,8
TbMetRS inhib,-0.5,0.4,0.0,-0.2,0.8,-0.3,-0.4,-0.2
MsrA inhibitor,0.0,1.0,0.8,-0.9,-0.1,-0.1,-1.1,0.1
PABP1 MLLE inh,0,3,12,-6,-7,1,23,-7
FAS TE block,-5,22,-7,0,-4,18,-7,16
MsrA act,-7,1,-4,0,-3,0,-4,-6
E coli Lon inh,-1,4,-2,-2,8,-1,4,-1
Rin1 Abl inh,3,1,-5,-3,-5,-3,2,1
Neddylation inh,i,i,i,i,i,i,i,i
CSN inh,7,3,5,1,0,4,-7,-1

Full records, looked up by structure. Order of screens: TbMetRS inhib, MsrA inhibitor, PABP1 MLLE inh, FAS TE block, MsrA act, E coli Lon inh, Rin1 Abl inh, Neddylation inh, CSN inh
CC(C)(C)OC(=O)NCc1ccc(CNC(=O)c2nc[nH]c2C(=O)NCc2ccc(CNC(=O)OC(C)(C)C)cc2)cc1 in the list: -0.2, 0.1, -7, 16, -6, -1, 1, i, -1
CC1CCC(NC(=O)c2cccc(S(=O)(=O)N3CCOCC3)c2)CC1 (stereo not drawn) in the list: -0.2, -0.9, -6, 0, 0, -2, -3, i, 1
C#CCN(C[C@@H]1[C@@H](OC(=O)NCc2ccco2)[C@@H](OC(=O)NCc2ccco2)Cn2c(=O)n(CCCCCC)c(=O)n21)S(=O)(=O)c1ccc(C)cc1 in the list: -0.3, -0.1, 1, 18, 0, -1, -3, i, 4
O=S(=O)(Nc1nc2ccccc2nc1Cl)c1ccccc1 in the list: 0.0, 0.8, 12, -7, -4, -2, -5, i, 5

Following part:
#9 CC(C)c1ccc(-c2nnn(Cc3nc4ccccc4s3)n2)cc1
#10 CCCC(=O)N1CCC1(C)C(=O)Nc1ccc2c(c1)OCCO2 (stereo not drawn)
#11 COc1ccc(N2CCN(C(=O)[C@H](Cc3c[nH]c4ccccc34)NC(C)=O)CC2)cc1
#12 CC(NC(=O)CN(C)CC(=O)Nc1cccc(F)c1)c1ccccc1 (stereo not drawn)
#13 Cc1ccc(CNS(=O)(=O)c2c(C)[nH]c(=O)[nH]c2=O)cc1
#14 O=C(Nc1ccc(S(=O)(=O)N2CCCCC2)cc1)c1ccccc1Cl
#15 CSc1ccc(CN(C)CC(=O)NC(=O)NCCC2=CCCCC2)cc1
#16 O=C1c2ccccc2S(=O)(=O)N1CC1CC(c2ccc(Cl)cc2)=NO1 (stereo not drawn)
screen / no.,9,10,11,12,13,14,15,16
TbMetRS inhib,-0.3,-0.4,-0.4,-0.2,-0.9,-0.6,0.0,-0.3
MsrA inhibitor,0.7,-1.3,-0.9,-1.1,0.6,0.1,-0.8,-0.4
PABP1 MLLE inh,5,-1,0,6,-7,-6,9,0
FAS TE block,27,-8,-4,-2,-7,5,30,25
MsrA act,-8,-7,-1,1,7,-3,-2,0
E coli Lon inh,-1,-7,4,1,1,-4,-10,12
Rin1 Abl inh,-3,-4,3,-1,3,2,2,-1
Neddylation inh,i,i,i,i,i,i,i,i
CSN inh,-2,1,0,3,4,-6,1,6

#17 O=C(CSc1n[nH]c(=O)n1C1CC1)Nc1ccccc1
#18 COc1ccc(NC(=O)c2c(Nc3ccccc3)sc(C(=O)c3ccc(F)cc3)c2N)cc1
#19 CN(C)c1ccc(NC2=C(Cl)C(=O)c3ccccc3C2=O)cc1
#20 O=C(Nc1cc(S(=O)(=O)N2CCOCC2)ccc1-n1cncn1)c1ccc(Cl)cc1
#21 O=C(NCCO[N+](=O)[O-])c1cccnc1
#22 CSCCC(NS(=O)(=O)Cc1ccccc1)C(=O)NNc1ccccc1 (stereo not drawn)
#23 O=C(CCN1CCN(c2ccc(Cl)cc2)CC1)Nc1ccccc1F
#24 Cc1cccc(-n2cc[nH]c2=S)c1C
screen / no.,17,18,19,20,21,22,23,24
TbMetRS inhib,-0.2,0.1,-0.5,-0.2,-0.7,-0.5,-1.1,-0.4
MsrA inhibitor,-0.3,-0.6,8.2*,-0.3,-0.4,-1.6,-0.7,-0.7
PABP1 MLLE inh,-5,4,19,12,-2,-8,-3,-1
FAS TE block,-6,6,41,4,-3,0,10,-12
MsrA act,-4,-2,-1,-4,-6,-1,-3,-1
E coli Lon inh,-2,0,-5,-9,1,-4,6,8
Rin1 Abl inh,5,0,-3,2,-1,4,-3,0
Neddylation inh,i,·,i,i,i,i,i,i
CSN inh,1,1,-5,-3,27,0,3,-3

#25 CCOC(=O)N1CCC(NC(=O)c2ccc(CS(=O)c3cccc(C)c3)o2)CC1 (stereo not drawn)
#26 CC(=O)c1c(O)cc(=O)oc1-c1ccc(C)cc1
#27 O=C(N/N=C/c1cccc(C(F)(F)F)c1)c1cc2c(s1)-c1ccccc1CC2
#28 Cc1sc2nc(SCc3nc4ccccc4[nH]3)n(Cc3ccco3)c(=O)c2c1C
#29 O=C(Nc1ccccc1)c1ccc(S(=O)(=O)NCC2CCCO2)cc1 (stereo not drawn)
#30 Cc1cc(NS(=O)(=O)c2ccc(NC(=S)NC(=O)c3ccc(Br)cc3)cc2)no1
#31 CCN(CC)C(=O)CSc1nc2c(sc(=S)n2-c2ccccc2)c(=O)n1-c1ccccc1OC
#32 COc1ccc(C(=O)CSc2nnc(CNC(=O)c3ccccc3)n2C)cc1
screen / no.,25,26,27,28,29,30,31,32
TbMetRS inhib,-0.7,-0.1,-0.7,5.2,0.0,0.9,-0.7,0.1
MsrA inhibitor,1.4,0.5,0.2,0.6,1.0,1.4,2.8,0.4
PABP1 MLLE inh,-1,-11,-5,-26,2,42*,8,14
FAS TE block,-7,-7,16,17,-5,-4,15,-6
MsrA act,-8,-1,-4,-11,-2,-4,-4,-7
E coli Lon inh,0,6,-3,-9,6,-4,2,7
Rin1 Abl inh,0,-1,3,-3,-3,-3,-1,2
Neddylation inh,i,i,·,i,i,i,i,i
CSN inh,1,-4,2,1,4,-1,3,4

#33 O=C(c1cccnc1)N1CCN(c2c(Cl)cccc2[N+](=O)[O-])CC1
#34 COc1ccc(NC(=O)C2(C)Cc3c(-c4cccc(C(N)=O)c4)ccnc3O2)cn1 (stereo not drawn)
#35 CCN1C(=O)C(C)S/C1=N\S(=O)(=O)c1ccc(Cl)s1 (stereo not drawn)
#36 O=C1C2CC=CCC2C(=O)N1c1ccc(Cc2ccncc2)cc1 (stereo not drawn)
#37 CC(=O)Nc1ccc(NC(=O)C(C)OC(=O)c2ccccc2Sc2ccccc2C#N)cc1 (stereo not drawn)
#38 Cc1cccc2cc(CN(CC3CCCO3)C(c3nnnn3Cc3ccco3)C(C)C)c(=O)[nH]c12 (stereo not drawn)
#39 Cc1ccc(/C=C/C(=O)Nc2ccc(S(N)(=O)=O)cc2)o1
#40 CCCCC(=O)NC(N1CCCCC1)C(Cl)(Cl)Cl (stereo not drawn)
screen / no.,33,34,35,36,37,38,39,40
TbMetRS inhib,0.1,-0.2,-0.1,1.2,-0.7,-1.5,0.6,0.2
MsrA inhibitor,0.6,-1.1,0.6,-1.0,-0.9,1.3,2.0,0.3
PABP1 MLLE inh,-8,22,14,5,-37,10,-1,6
FAS TE block,-5,-5,5,-7,1,-8,-7,-2
MsrA act,1,0,0,-2,1,2,-7,-1
E coli Lon inh,-1,7,-7,-8,-20,-9,-11,0
Rin1 Abl inh,-6,2,4,4,0,-2,3,2
Neddylation inh,i,i,i,i,i,i,i,i
CSN inh,-1,-3,0,1,-1,-2,9,3

#41 Cc1ccc(Nc2cc(C)nc3ccccc23)c(C)c1
#42 O=C(Nc1cccc2nsnc12)c1cccnc1Cl
#43 Fc1ccccc1-c1csc(=Nc2cccnc2)n1CCCn1ccnc1
#44 O=C(CN1C(=O)c2ccc([N+](=O)[O-])cc2C1=O)Nc1nnc(C2CC2)s1
#45 CC(C)[C@H](NC(=O)N1CC(=O)Nc2ccccc21)C(=O)Nc1nccs1
#46 CCCOC(=O)c1ccc(NC(=O)c2ccccc2OC)cc1
#47 COc1cccc(CNC(=S)Nc2ccc(Cl)cc2C)c1
#48 O=C1Nc2ccccc2C1C(C[N+](=O)[O-])c1ccccc1 (stereo not drawn)
screen / no.,41,42,43,44,45,46,47,48
TbMetRS inhib,0.3,0.1,0.3,-0.5,0.0,-0.1,-0.4,-0.6
MsrA inhibitor,2.1,1.4,1.9,-0.3,-0.8,-1.3,-1.0,-0.1
PABP1 MLLE inh,-8,-1,-8,-19,-20,2,-2,9
FAS TE block,-2,-16,-9,1,-6,32,11,-2
MsrA act,-4,-3,-4,-11,-7,-2,3,0
E coli Lon inh,3,-10,-2,-11,1,-3,-2,10
Rin1 Abl inh,-1,1,-1,0,-1,-1,2,1
Neddylation inh,i,i,i,i,i,i,i,i
CSN inh,-1,1,-5,1,1,-5,3,2

#49 CC(C)CCNC(=O)C(c1ccc(O)cc1)N(Cc1cccs1)C(=O)C1COc2ccccc2O1 (stereo not drawn)
#50 COc1cccc(N(CC(=O)N2CCN(C)CC2)S(=O)(=O)c2ccccc2)c1
#51 O=C(NCCc1c[nH]c2ccccc12)c1cc2ccccc2oc1=O
#52 Cc1c(C(=O)N2CCCCC2)nn(-c2ccc(Cl)cc2)c(=O)c1C#N
#53 Cc1ccc(C(=O)N2CCCC2)c(F)c1F
#54 COc1cccc(NC(=O)CN(C)C(=O)c2ccc(S(=O)(=O)Nc3ccccc3C)cc2)c1
#55 Cc1cc2cccc(C)c2nc1SCC(=O)NC1CCCCC1
screen / no.,49,50,51,52,53,54,55
TbMetRS inhib,0.5,-1.3,-0.6,0.2,-0.9,0.0,-0.1
MsrA inhibitor,-0.4,-0.2,1.6,0.9,-1.5,-1.0,-0.7
PABP1 MLLE inh,0,1,2,10,-3,9,-20
FAS TE block,15,-7,10,-3,-6,5,-2
MsrA act,0,-4,-5,-3,-2,-3,-2
E coli Lon inh,-10,1,-3,4,-3,3,6
Rin1 Abl inh,-1,2,-2,2,-1,5,-1
Neddylation inh,i,i,i,i,i,i,i
CSN inh,1,-2,-1,-7,-3,-1,-4
